TRPV1 agonist: activates the human vanilloid receptor TRPV1. Q8NER1. TRPV1-expressing cells, Fluo-8 calcium influx, agonist mode. activation, % at 8.33 µM. actives 0.19% (n = 320,000); in the data active = activation above about 80%; inconclusive = between about 30% and that limit; also: 0% is about no effect
Target sequence (Q8NER1 whole entry, looked up): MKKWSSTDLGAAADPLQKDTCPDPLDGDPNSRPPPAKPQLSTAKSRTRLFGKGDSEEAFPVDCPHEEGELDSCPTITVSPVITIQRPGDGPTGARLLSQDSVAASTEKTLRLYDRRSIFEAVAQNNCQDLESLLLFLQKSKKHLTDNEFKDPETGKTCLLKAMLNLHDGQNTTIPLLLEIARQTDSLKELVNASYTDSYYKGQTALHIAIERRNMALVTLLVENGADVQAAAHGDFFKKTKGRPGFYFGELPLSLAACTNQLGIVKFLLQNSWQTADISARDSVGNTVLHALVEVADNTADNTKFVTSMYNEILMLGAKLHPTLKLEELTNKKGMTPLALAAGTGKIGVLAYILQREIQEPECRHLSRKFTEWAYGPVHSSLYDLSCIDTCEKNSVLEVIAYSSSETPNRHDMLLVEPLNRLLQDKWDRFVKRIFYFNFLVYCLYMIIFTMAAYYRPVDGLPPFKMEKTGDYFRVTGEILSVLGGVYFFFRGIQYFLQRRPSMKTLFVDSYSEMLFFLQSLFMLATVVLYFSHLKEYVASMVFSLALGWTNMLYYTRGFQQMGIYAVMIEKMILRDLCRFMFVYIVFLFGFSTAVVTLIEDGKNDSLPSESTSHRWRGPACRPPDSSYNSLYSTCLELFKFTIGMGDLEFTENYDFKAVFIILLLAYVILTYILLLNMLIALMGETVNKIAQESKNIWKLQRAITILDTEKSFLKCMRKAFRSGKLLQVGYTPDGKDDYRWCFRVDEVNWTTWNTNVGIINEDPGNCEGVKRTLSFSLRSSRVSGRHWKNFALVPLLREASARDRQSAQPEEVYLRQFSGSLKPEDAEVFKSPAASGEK
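Cells expressing TRPV1 were dye-loaded with Fluo-8 and read kinetically: 10 s baseline, 3 min after compound (agonist portion), then 2 min after EC20 capsaicin (allosteric enhancer portion). Calcium-bound dye fluorescence at 480/520 nm.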
A-T KAP1 phos: potential ataxia-telangiectasia treatments restoring KAP-1 phosphorylation; AID 485349; Potency, µM (titrated, usually from 57.5 µM), inactives show top-dose activation, hits mostly activators; actives 0.19% (n = 320,000); […] A-T fibroblasts, KAP-1 phosphorylation AlphaLISA; neocarzinostatin DNA damage 30 min before lysis; also: potency is read from the fitted curve at half-maximal effect; % of control where 0% means no effect; nearly all actives have a fitted effect of over 45% in size
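hTERT-immortalized A-T patient fibroblasts ([…]), 500 cells/well in OPTI-MEM, 1% FBS, got compounds for 60 min, then NCS for 30 min at 37C. Lysates were then assayed for phospho-KAP-1 by AlphaLISA (anti-pKAP1 donor, anti-KAP1 acceptor beads), 6 hr at 25C.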
GALK inh: galactokinase (human) inhibition; Potency, µM (highest dose often 57.5 µM), without a hit: at the top dose activity change, negative = inhibition, usual class: inhibitors; Purified GALK, Kinase-Glo residual ATP luminescence; actives 0.007% (n = 270,000); AID 1868; also: potency is read from the fitted curve at half-maximal effect; % is scaled to controls: 0 for no effect and ±100 for the full control effect
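Quantitative HTS: GALK 5 nM, ATP 35 uM, galactose 100 uM, 1 h room temperature, then luciferase-based ATP detection.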
MBNL1 CUG block: inhibitors of human MBNL1 binding to CUG repeat RNA | Potency, µM (top dose mostly 57.5 µM), for the others: top-dose activity change, negative = inhibition, hits mostly inhibitors | Q9NR56 | actives 0.036% (n = 280,000) | AID 2675 | TR-FRET MBNL1-His/biotin-(CUG)12 binding, 665/545 ratio; active = well fitted inhibition curve with a large enough effect in the signal ratio, with a control signal flat, not every such curve was filed as active; inconclusive = small, poorly fitted or top-dose-only effect, or effect the other way, or a change in a side signal; inactive = no such curve, though single readings can be large or run the other way; the % refers to the signal ratio; also: potency is read from the fitted curve at half-maximal effect; % is scaled to controls: 0 for no effect and ±100 for the full control effect
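Compounds (final 92 nM to 58 uM) are added to His-tagged MBNL1 and biotin-(CUG)12, then terbium anti-His antibody and streptavidin-XL665 (5 nM final). After 60 min at room temperature, the 665/545 nm ratio is read.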
KCNH2 3.1 inh: inhibitors of human KCNH2 3.1 potassium channel isoform. U2OS KCNH2 3.1, thallium flux FluxOr; hits give low values. activity change, % (tested at about 1.8 µM). actives 0.95% (n = 340,000);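 active = maximum activity change below -70%; inconclusive = maximum activity change from -70% to -50%; inactive = maximum activity change above -50%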;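 also: thallium influx rate constant from kinetic fluorescence after stimulation buffer; % is scaled to controls: 0 for no effect and ±100 for the full control effect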
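Thallium flux read-out: FluxOr dye with Red40 quencher in HBSS/HEPES, 45 min at RT. Rate constants from kinetic reads were normalized to positive and negative DMSO controls. Cells: U2OS virally expressing the 3.1 isoform.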
Integrin act MD: activators of alpha7 integrin expression for muscular dystrophy | AID 624291 | Potency, µM (highest dose often 38.3 µM), without a hit: at the highest dose activation, actives largely listed as activators | actives 0.064% (n = 350,000) | alpha7betagal myoblasts, beta-gal FDG fluorescence, 48 h;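 also: potency is read from the fitted curve at half-maximal effect; 100% = response of the positive control SU9516; nearly all actives have a fitted effect of over 60% in size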
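alpha7betagal+/- myoblasts (passage 13, 250/well) treated 48 h at 37C with compounds at 1:260 dilution of DMSO stock. Lysed, then beta-galactosidase activity read as FDG fluorescence (ex 480/em 540) after 30 min, with pre-read for autofluorescence.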
CXXC DNA block: inhibitors of human MLL CXXC domain-DNA interaction | Q03164 | MLL-CXXC / FITC-HOXA9 DNA fluorescence polarization | Potency, µM (series often up to 115 µM), inactives show top-dose activity change, negative = inhibition, most hits filed as inhibitors | actives 0.037% (n = 290,000) | AID 2662; active = well fitted inhibition curve with a large enough effect in the polarisation, with a control signal flat, not every such curve was filed as active; inconclusive = small, poorly fitted or top-dose-only effect, or effect the other way, or a change in a side signal; inactive = no such curve, though single readings can be large or run the other way; the % refers to the polarisation; also: potency is read from the fitted curve at half-maximal effect
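Fluorescence polarization: 7 uM MLL-CXXC (stock) preincubated 5 min with compounds, then 50 nM fluorescein-HOX-A9 DNA (stock) added; 30 min ambient. Buffer 50 mM Tris-HCl pH 7.5, 50 mM NaCl, 1 mM DTT, 0.05% BSA.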
FBPA coupling cs: counter-screen for Giardia aldolase inhibitors: coupling enzyme system | coupling enzyme system counterscreen, AmpLite Red fluorescence | activity change, negative = inhibition, % at 58.2 µM, hits read low | actives 0.67% (n = 290,000) | AID 2472; in the data active = activity change below about -30%; also: % is scaled to controls: 0 for no effect and ±100 for the full control effect
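Coupling enzymes only (glyceraldehyde-3-phosphate) + compound, at 57.5 uM final, 10 min RT; add substrate/coupling/AmpLite Red mix, 20 min RT; fluorescence ex 525/em 598 nm. Actives flag coupling-system interference.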
KCNH2 WT inh: blocks the wildtype human KCNH2 potassium channel. U2OS, BacMam KCNH2, thallium flux FluxOr; hits give low values. actives 0.37% (n = 340,000). Q12809. activity change, % at 1.84 µM;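 active = maximum activity change below -70%; inconclusive = maximum activity change between -70% and -50%; inactive = maximum activity change above -50%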; also: % is scaled to controls: 0 for no effect and ±100 for the full control effect
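U2OS cells transduced with wild-type KCNH2 virus are loaded with FluxOr dye for 45 min, and thallium flux is measured in kinetic reads before and after stimulation buffer. Rate constants are normalized to DMSO controls.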
ASM inhibitor: blocks human secretory acid sphingomyelinase. placental ASM, HMU-PC fluorogenic substrate, 60 min. Potency, µM (highest dose often 57.5 µM), for the others: at the top dose activity change, negative = inhibition, usual class: inhibitors. actives 0.006% (n = 340,000); also: potency is read from the fitted curve at half-maximal effect
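HMU-PC0 cleavage (9 uM final) by human placental ASM, 60 min at 37 °C following 10 min compound exposure at RT; stopped at pH 10, fluorescence Ex 386/Em 447 nm.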
The depositor's hits bear a star; ? = inconclusive; nt = no result given; [ ] = another dose, or the depositor's remark. Unless noted, calls follow the shape of the dose curve; as a rule, active = well fitted curve in the direction sought with a large enough effect; inconclusive = small, poorly fitted or top-dose-only effect, or another doubt; inactive = no such curve, though single readings can be large; an effect the other way counts as inactive or inconclusive.

SMILES | TRPV1 agonist | A-T KAP1 phos | GALK inh | MBNL1 CUG block | KCNH2 3.1 inh | Integrin act MD | CXXC DNA block | FBPA coupling cs | KCNH2 WT inh | ASM inhibitor
N/C(Cc1ccc([N+](=O)[O-])cc1)=N\OC(=O)c1ccccc1F | 4 | 4% | 10% | ? | -13 | -48%[inhibitor] | -4% | 2 | 1 | -1%
Nc1nnc(CCS(=O)(=O)c2ccc(Cl)cc2)s1 | -2 | 8% | 0% | 4% | 6 | 3% | 4% | 1 | 20 | -1%
COc1cccc(CN(C)C(=O)c2cccc(OCc3ccccc3)c2)c1 | 17 | 8% | 5% | -2% | -9 | -17% | 11% | 1 | -15 | -5%
COc1cc(C2c3c(-c4cc(C)cc(C)c4O)n[nH]c3C(=O)N2CCCO)cc(OC)c1OC (stereo not given) | 2 | -3% | -4% | -1% | 1 | 11% | -10% | 0 | 3 | -2%
CCOC(=O)Cc1csc(NC(=O)c2ccc(Br)s2)n1 | ? | 16% | -2% | 28% | nt | nt | 0% | -1 | nt | nt
CCOc1ccc(N2C(=O)/C(=C\c3ccc(O)c(OC)c3)S(=O)(=O)C2c2cccc([N+](=O)[O-])c2)cc1 (stereo not given) | -2 | -4% | 6% | ? | 8 | -5% | -3% | 3 | nt | -25%
O=C(CSc1nc2ccccc2c(=O)[nH]1)Nc1ccccc1O | 1 | -1% | 4% | -1% | 26 | 6% | 5% | 0 | 0 | 1%
Cc1ccc(S(=O)(=O)N(C)C)cc1NC(=O)C(C)N(C)CCOc1ccc(Cl)cc1 (stereo not given) | -9 | 13% | -4% | -1% | -21 | -22% | 5% | -1 | -5 | 1%[11.5 µM]
COCCNC(=O)CCCn1c(=O)c2ccccc2n(Cc2ccccc2C#N)c1=O | 2 | -2% | 0% | -4% | 4 | -21% | -1% | -2 | -12 | 5%
Cc1ccc(S(=O)(=O)Nc2cc3c(cc2N2CCOCC2)n(C)c(=O)c(=O)n3C)cc1 | -2 | 1% | -7% | 2% | 11 | -10% | 1% | nt | -3 | -3%
CCc1c(C(C)S(=O)(=O)c2ccc(C)cc2)[nH]c(=O)n1-c1ccc(C)cc1 (stereo not given) | -5 | 2% | 0% | 2% | 4 | -3% | -17% | 2 | -14 | 1%
CC(=O)C1=C(O)C(=O)N(c2cccc(Br)c2)C1c1ccc(Br)cc1 (stereo not given) | 2 | -6% | -2% | 84%[activator] | 2 | -2% | ? | 0 | -1 | 16%
CN(C)CCCNC(=O)C[C@H]1C[C@H](C(=O)N2CCCCC2)[C@@]2(CCc3ccccc3)c3[nH]c4cc(CCC(=O)N(C)C)ccc4c3CCN2C1=O | nt | 3% | nt | nt | -8 | -7% | nt | nt | 0 | -2%
COc1ccccc1NC(=S)N1CCC(c2nc3cc(C)c(C)cc3[nH]2)CC1 | 1 | 7% | -4% | -3% | 11 | -23% | -12% | -1 | 31 | 0%
COc1cc2c(cc1NC(=O)c1cc(-c3ccccn3)nc3ccccc13)oc1ccccc12 | 0 | 2% | 2% | -11% | nt | -7% | -5% | 2 | -17 | -17%
CC1CCCC(NC(=O)/C=C/c2c(F)cccc2Cl)C1C (stereo not given) | nt | nt | nt | nt | -5 | 7% | nt | nt | -2 | -3%
CCCCCc1cc(=O)oc2c(C(CCN(CC)CC)c3ccc(OC)cc3)c(OC)cc(OC)c12 (stereo not given) | 2 | 24% | -2% | 0% | -44 | -2% | 1% | 2 | -35 | -2%
CCC1CCCCN1C(=O)COc1cc(=O)n(C)c2ccccc12 (stereo not given) | 2 | -3% | 1% | 3% | -1 | 14% | -10% | 1 | 1 | -1%
O=C(COC(=O)COc1ccccc1)Nc1ccc(Br)cc1F | nt | 17% | nt | nt | 2 | -26% | nt | nt | -5 | -3%
CCOC(=O)c1cnc(SC)nc1Sc1ccccc1 | 23 | 8% | 0% | 0% | -12 | 1% | 2% | 1 | -1 | -4%
O=C(CC(=O)Nc1ccc(Br)cc1)Nc1ccc(Br)cc1 | -4 | 2% | 0% | -2% | -5 | 6% | 2% | -1 | -7 | -5%
C=CCn1c(CCCOc2ccc(Cl)cc2Cl)n[nH]c1=S | -10 | 2% | 1% | -7% | 2 | -36% | 5% | -1 | 4 | 1%
Cc1snc(S(=O)(=O)Cc2c(Cl)cccc2Cl)c1C#N | 4 | -1% | 3% | -13% | 13 | -41% | 3% | 5 | -2 | 1%
CCNC(=O)COC(=O)C1CCC(=O)N(c2ccc(OC)cc2)C1c1ccc(OC)cc1 (stereo not given) | -5 | 1% | 0% | -12% | 17 | -9% | -7% | -2 | 4 | 1%
O=C(N/N=C/C=C/c1ccc(Br)cc1)C(O)c1ccccc1 (stereo not given) | 4 | 4% | 1% | -3% | -23 | -21% | 20% | -2 | nt | -1%
Cc1ccc(-n2nnnc2-c2ccccc2Br)cc1 | nt | nt | nt | nt | 21 | 2% | nt | nt | 2 | 3%
COn1c(-c2ccc(Cl)cc2Cl)nc2ncccc21 | 1 | 0% | -2% | -4% | 3 | 9% | 4% | 2 | 3 | 7%
CC1CCOC2(O1)C(=O)N(CN1CCN(c3ccccc3F)CC1)c1ccccc12 (stereo not given) | nt | -2% | 0% | 7% | 20 | 27% | 0% | 2 | 4 | -4%
O=C(Nc1cccc(F)c1)c1ccccc1-c1ccccc1 | 0 | 2% | 0% | 6% | 7 | 9% | 10% | 1 | 42 | -2%
CCc1cc2ccccc2nc1SCC(=O)Nc1cc(C)on1 | 16 | -4% | 2% | 53%[activator] | nt | -38% | 1% | 0 | 13 | -1%
Cc1cc(=O)oc2c(C)c(OCC(=O)N3CC[C@@]4(O)CCCC[C@H]4C3)ccc12 | 0 | -5% | nt | 1% | -6 | 17% | 0% | 0 | -7 | 12%
COC(=O)C(Cc1ccccc1)NC(=O)CNC(=O)c1ccc(Br)cc1 (stereo not given) | 0 | -1% | -1% | -12% | 10 | ? | -9% | 4 | -19 | 5%
COc1ccc2[nH]c(C)c(CCNC(=S)Nc3cccc(C)c3)c2c1 | ? | -16% | nt | ? | -13 | -1% | -4% | 0 | 5 | 0%
CCC(c1nnnn1CC1CCCO1)N(CCN1CCOCC1)Cc1cc2cc(C)ccc2[nH]c1=O (stereo not given) | -3 | 1% | 4% | ? | 8 | 1% | 6% | -5 | -1 | 16%
COC(=O)c1cn(NC(=O)C2CCCCC2)c(=O)c2ccccc12 | ? | 14% | -1% | -6% | -21 | 1% | 0% | 6 | -17 | 0%
Cc1ccccc1NC(=O)CCCC(=O)c1ccccc1 | 9 | -6% | 0% | -1% | -9 | 20% | 9% | -1 | 4 | 2%
O=C(Nc1ccc(C2=CN(Cc3ccccc3)CCC2=O)cc1)OCc1ccccc1 | nt | 10% | nt | nt | -4 | 4% | nt | nt | 5 | 0%
CS(=O)(=O)CCC(C(=O)O)N1C(=O)c2ccc(Oc3ccc(Cl)cc3)cc2C1=O (stereo not given) | 3 | -3% | -2% | 13% | 1 | -2% | 2% | 5 | 4 | 7%
CC(=O)c1c(C)[nH]c(C(=O)CSc2ccc(F)cc2)c1C | ? | -3% | -1% | nt | -16 | -24% | ? | 0 | -8 | -3%
O=C1CC[C@@H]2CC3(C[C@@H]4CCN1[C@H]24)Nc1cc([N+](=O)[O-])ccc1NC3=NC1CCCCC1 (stereo not given in full) | nt | nt | nt | nt | 4 | 13% | nt | nt | -1 | -14%
COc1ccc(CCN2C(=O)N[C@@H](C(C)C)C2=O)cc1 | -3 | 2% | 3% | 0% | -7 | 3% | 1% | 2 | 3 | -2%

An excerpt from above in order of the GALK inh value, smallest number first.
mol	TRPV1 agonist	GALK inh	MBNL1 CUG block	Integrin act MD	CXXC DNA block	ASM inhibitor
CCCCCc1cc(=O)oc2c(C(CCN(CC)CC)c3ccc(OC)cc3)c(OC)cc(OC)c12 (stereo not given)	2	-2%	0%	-2%	1%	-2%
COC(=O)C(Cc1ccccc1)NC(=O)CNC(=O)c1ccc(Br)cc1 (stereo not given)	0	-1%	-12%	?	-9%	5%
COc1cc2c(cc1NC(=O)c1cc(-c3ccccn3)nc3ccccc13)oc1ccccc12	0	2%	-11%	-7%	-5%	-17%
COc1ccc(CCN2C(=O)N[C@@H](C(C)C)C2=O)cc1	-3	3%	0%	3%	1%	-2%

Compound activity from PubChem BioAssay.
